# Source: PubChem BioAssay
# V1aR counter – agonists of human V1a receptor, primary screen, counter-screen for OXTR agonist project, fluorescence, CHO-V1R cells. Vasopressin V1a receptor (Homo sapiens), P37288. actives 0.25% (n = 320,000). activation, % at 3 µM. Fluo-8 calcium fluorescence, agonist mode; 0% DMSO, 100% 3 nM vasopressin. AID 2797, 2010;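 active means activation above the mean activation of all tested compounds plus 3 SD, per screening run, cut at about 20% in these data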;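 further: signal is peak over basal fluorescence ratio across a 100 second FLIPR read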
# CHO parental Ca – ATP-evoked calcium signal inhibitors, parental CHO, primary screen, counter-screen for OX1R antagonist project, cell-based, fluorescence, Fluo-8 calcium dye; parental CHO-K1, ATP-induced calcium, Fluo-8 fluorescence; inhibition, % at 5.6 µM; actives 0.63% (n = 330,000); AID 463079, 2010;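 active means inhibition above that plate's mean sample inhibition plus 3 SD, cut at about 26% in these data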;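 further: 0% = ATP-challenged DMSO wells and 100% = DMSO wells without ATP; some compounds past the cut are filed as inactive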
#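 Material: parental CHO cells / Compound: single nominal dose of 5.6 µM per compound / Signal: Fluo-8 fluorescence / Replicates: singlicate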
# CHO-K1 Ca antag – counter-screen for M1 antagonists: effect in parental CHO-K1 cells; ATP-induced calcium, Fluo-8 fluorescence; inhibition, % at 3 µM; actives 0.6% (n = 360,000); AID 602250;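 active means inhibition above a per-plate cutoff, the plate's mean sample inhibition plus 3 SD, cut at about 24% in these data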;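 further: 0% = DMSO plus EC80 ATP and 100% = DMSO alone without ATP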
# M1 PAM parental – nonselective calcium activators in parental CHO-K1 cells, primary screen, counter-screen for M1 PAM project, cell-based, Fluo-8 calcium fluorescence, full deck, 1536-well; ATP EC20; 0% at ATP EC20, 100% at ATP max; activation, % at 3 µM; actives 0.02% (n = 360,000);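 active means activation above the run cutoff, the mean activation of all test compounds plus 3 SD, cut at about 40% in these data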;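 further: peak over basal fluorescence ratio in a 140 s read after ATP addition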
# TAAR1 antag – human TAAR1 antagonists, primary screen, Fluo-8 calcium fluorescence, CHO RD-HGA16 cells | AID 624466, 2012 | inhibition, % at 3 µM | antagonist | actives 1.5% (n = 360,000);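 active means inhibition above a per-plate cutoff, the mean inhibition of test compounds on that plate plus 3 SD, cut at about 49% in these data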;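 further: 0% = DMSO plus EC80 beta-PEA response and 100% = DMSO alone without agonist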
#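 Test system – hTAAR1-expressing CHO RD-HGA16 cells, Gα16-coupled · Reagent – β-PEA at EC80 concentration, post-compound challenge · Compound dosing – 3 µM, single point · Timing – 140 s kinetic read after compound, 140 s after agonist · Detection – Fluo-8 intracellular calcium dye fluorescence, real-time kinetic reads · Control set – DMSO and EC80 PEA controls · Repeats – n of 1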
# M1 ag parental – counter-screen for M1 agonists: effect in parental CHO-K1 cells | Fluo-8 calcium fluorescence; scaled to maximal ATP response, vehicle zero | activation, % at 3 µM | actives 0.48% (n = 360,000) | AID 602248, 2012; in the data active means activation above about 15%;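 further: untransfected CHO-K1 host cells lacking M1 receptor as counterscreen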
# OXTR potentiate – human OXTR potentiators, primary screen, fluorescence, CHO-OTR cells, Fluo-8 calcium; Oxytocin receptor (Homo sapiens), P30559; Fluo-8 calcium fluorescence, potentiator mode; 0% = oxytocin EC15, 100% = EC100; activation, % at 3 µM; actives 0.061% (n = 320,000);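 active means activation above that plate's cutoff, the mean activation of tested compounds plus 3 SD, cut at about 6.6% in these data, passing the limit was not always enough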;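 further: 100% uses oxytocin at 75 nM as the full agonist control; some results filed as inactive read as strong as hits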
# Target sequence (P30559 whole entry, looked up): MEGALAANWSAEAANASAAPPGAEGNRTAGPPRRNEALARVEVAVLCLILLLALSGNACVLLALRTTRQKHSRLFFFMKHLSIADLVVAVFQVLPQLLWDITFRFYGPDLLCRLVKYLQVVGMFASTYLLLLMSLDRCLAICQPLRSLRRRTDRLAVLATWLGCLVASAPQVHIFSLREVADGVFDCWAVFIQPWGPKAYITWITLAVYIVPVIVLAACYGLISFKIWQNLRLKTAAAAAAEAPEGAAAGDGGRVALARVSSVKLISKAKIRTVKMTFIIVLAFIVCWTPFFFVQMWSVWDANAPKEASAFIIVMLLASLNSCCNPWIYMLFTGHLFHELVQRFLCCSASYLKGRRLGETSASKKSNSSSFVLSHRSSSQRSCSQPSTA
#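 Dosing: Single dose, 3.0 µM nominal final compound concentration | Material: Human OTR in CHO cells | Technique: Kinetic Fluo-8 calcium fluorescence | Benchmarks: EC15 oxytocin alone as 0%, 75 nM oxytocin as 100% | Probe or stimulus: Oxytocin at about EC15, sub-maximal agonist stimulus | Incubation: Compound 6 min at room temperature before oxytocin, 100 s read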
# TAAR1 ag – human TAAR1 agonists, primary screen, Fluo-8 calcium fluorescence, CHO RD-HGA16 cells; vehicle wells 0%, saturating PEA agonist 100%; AID 624467, 2012; actives 0.99% (n = 360,000); Trace amine-associated receptor 1 (Homo sapiens), Q96RJ0; activation, % at 3 µM;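 active means activation above the mean activation of all test compounds in the run plus 3 SD, cut at about 38% in these data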
#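 test system = CHO RD-HGA16 cells carrying human TAAR1 plus Gα16 | schedule = 17-24 h seeding, 75 min 37 °C dye, 30 min RT | compound dosing = 3 µM single concentration | control set = DMSO and PEA EC100 | replicates = n 1 | signal = Fluo-8 fluorescence, 5 s baseline then 140 s kinetic read | measure = percent activation vs PEA EC100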
# M1 ag – human M1 muscarinic receptor agonists, primary screen, Fluo-8 calcium fluorescence, CHO-K1 cells, HTS; Muscarinic acetylcholine receptor M1 (Homo sapiens), P11229; CHO-K1 hM1, agonist mode; 0% DMSO, 100% acetylcholine EC100; activation, % at 3 µM; actives 0.33% (n = 360,000); AID 588814, 2011;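 active means activation above the run's mean compound activation plus 3 SD, cut at about 16% in these data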;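 further: peak over basal fluorescence ratio within a 140 s kinetic read after compound addition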
# Target sequence (P11229 whole entry, looked up): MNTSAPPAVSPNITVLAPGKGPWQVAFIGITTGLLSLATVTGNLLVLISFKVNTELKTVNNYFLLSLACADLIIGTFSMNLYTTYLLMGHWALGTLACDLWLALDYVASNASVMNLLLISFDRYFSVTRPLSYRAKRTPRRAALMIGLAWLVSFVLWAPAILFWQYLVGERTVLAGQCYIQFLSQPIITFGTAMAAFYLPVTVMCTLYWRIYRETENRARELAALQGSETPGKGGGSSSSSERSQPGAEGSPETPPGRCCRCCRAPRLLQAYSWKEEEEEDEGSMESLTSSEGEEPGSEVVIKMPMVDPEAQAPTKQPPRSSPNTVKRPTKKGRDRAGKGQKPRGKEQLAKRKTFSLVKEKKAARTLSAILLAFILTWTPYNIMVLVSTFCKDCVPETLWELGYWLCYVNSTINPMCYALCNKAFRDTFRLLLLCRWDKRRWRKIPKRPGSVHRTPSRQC
# Active calls of the source: *; / = no result given.
canonical_smiles	TAAR1 ag	CHO parental Ca	V1aR counter	TAAR1 antag	M1 ag parental	M1 ag	M1 PAM parental	CHO-K1 Ca antag	OXTR potentiate
CC1(C)N=C(N)N=C(N)N1c1ccccc1	9	25	0.8	-3	0.0	-5	18	-9	-10
COc1ccc(NC(=O)C(=O)NNC(=O)COc2ccc(Cl)cc2)c(OC)c1	0	-17	-0.6	-24	-0.7	-5	10	-4	0
O=C(CC1C(=O)NCCN1Cc1cccc(C(F)(F)F)c1)NC1CCOCC1 (centres undefined)	2	/	/	-42	1.7	-3	28	-16	/
CN1CCc2c(OCC(=O)N3CCC(Cc4ccccc4)CC3)cccc2C1=O	0	20	6.4	-8	10	-4	-15	-2	-15
O=C(O)c1cc2c(ccc3ccccc32)oc1=O	2	4	-0.7	11	1.3	-5	20	4	4
C#CCn1cc[n+](CC(=O)N(C)C)c1	-1	-4	-0.2	9	0.0	-1	-7	-1	-5
O=C(CSc1nnc(-c2ccncc2)n1-c1ccc(Cl)cc1)NCc1cccs1	5	-21	-1.4	-12	0.3	-5	19	-10	-10
COCCOC1CCN(Cc2cn(Cc3ccccc3)nc2-c2cc3ccccc3o2)CC1	0	-14	1.4	1	2.0	-4	14	-7	-3
CCNc1nc(NCC)nc(Oc2ccc(OCC)nn2)n1	2	13	-0.1	-15	0.1	0	19	-15	-10
COC(=O)c1c(C)[nH]c(C)c1-c1ccc(C)cc1	8	-15	-0.7	-2	0.0	-3	-2	5	5
CNC(=O)NCCN1CCCC1=O	-3	-6	0.0	-3	0.1	-2	17	-9	-19
COC(=O)c1ccccc1NC(=O)COC(=O)[C@H](C)NC(N)=O	2	-24	-0.4	-21	1.3	-2	15	-16	-6
Nc1nc(C(F)(F)F)c(Br)c(=O)n1N	2	-11	2.5	-19	0.1	-6	9	-5	-6
COC1=CC(=O)C(C2CC(=O)c3c(O)cc(O)cc3O2)=CC1=O (centres undefined)	10	/	/	-19	0.3	1	18	-14	/
CN(C)c1ccccc1-c1csc(N2CCC(C(N)=O)CC2)n1	4	6	1.2	-8	1.5	-6	12	-10	0
Cc1cccc(C)c1NC(=S)N(CCN(C)C)C(C)c1ccccn1 (centres undefined)	1	-7	-0.4	-7	0.2	-2	-20	-7	7
COc1cc(/C=N/NC(=O)CNC(=O)c2ccco2)ccc1O	4	-7	0.1	1	0.1	-3	-7	12	-2
CC(O)CNCCCOc1ccc(Cl)cc1C(C)(C)C (centres undefined)	24	-7	3.2	-17	8.0	-4	16	-4	-18
COCCNC(=O)CCC1CCN(Cc2cccc(-c3ccc(C)o3)c2)CC1	0	-9	0.0	-5	0.5	-8	4	0	3
O=C(CC1CCCC1)Nc1cc(C(F)(F)F)ccc1-n1cncn1	0	-14	-0.3	-14	0.1	-4	-9	-10	3
CS(=O)(=O)N1Cc2ccccc2CC1C(=O)O (centres undefined)	4	6	1.1	-14	0.3	-4	9	-9	-14
Cc1ccccc1C(OCC(O)CN1CCN(CCO)CC1)c1ccccc1 (centres undefined)	5	-9	1.4	-10	0.1	-9	-13	16	-2
COCCn1c(C)cc(C(=O)CN2C(=O)NC3(CCCCCC3)C2=O)c1C	10	-2	0.1	6	0.0	4	-6	-13	-5
Cc1cc(C)c2nc(SCC(=O)Nc3cc(C)on3)c(C)cc2c1	3	-6	-0.1	-18	-0.1	-3	-2	-10	-10
CC(=O)n1cc([C@H]2C=C(C(=O)Nc3ccccc3)O[C@@H](OCc3ccc(CO)cc3)C2)c2ccccc21	/	-1	2.4	/	7.3	-1	-8	-3	-11
O=C(NC1CCCCCC1)c1cccnc1Sc1ccccc1	4	-7	-1.2	-8	0.9	-7	16	0	-1
O=C(COc1ccc(Br)cc1)Nc1nc(-c2cccnc2)cs1	4	-7	-0.4	14	2.7	-2	14	-9	-4
Cc1cccc(C)c1OCc1nnc(NC(=O)CSc2ccc(Cl)cc2)s1	1	-11	0.1	-10	0.7	-1	22	-12	-9
On1c(-c2ccccc2)nc2ccccc21	1	-3	0.1	-22	0.5	-3	6	3	-6
CCc1nc2sc3c(O)cc(=O)[nH]c3c2cc1C	3	-3	0.4	11	-0.1	-1	-13	14	-9
COC(=O)C1=C(C)OC(N)=C(C#N)C1c1ccccc1 (centres undefined)	3	12	-0.5	-2	0.1	-3	17	-13	-1
CC(C)(C)n1nnnc1C(c1cccs1)N1CCCC2(CCCCC2)C1 (centres undefined)	-2	-8	0.1	-16	0.1	-2	-7	-10	0
CCOC(=O)CN(C(=O)COC(=O)C1(c2ccccc2)CC1)c1ccc(F)cc1	2	-31	-0.6	-20	0.7	-4	21	6	-9
CCOC(=O)N1CCC(N2C(=O)c3ccccc3C2Nc2ccc3c(c2)OCCO3)CC1 (centres undefined)	2	-16	0.3	3	1.1	-5	-6	4	-11
COc1ccc2oc3cc(C)[n+]([O-])c(-c4ccc(C)cc4)c3c2c1	4	-12	14	-5	-0.3	0	20	-4	-3
Cc1ccc(-c2cc(C(=O)N3CCOCC3)c3ccccc3n2)cc1	4	-37	0.1	7	2.0	-1	18	-1	-4
CCN(CC)C(CNC(=O)c1cc(=O)[nH]c2ccccc12)c1ccccc1Cl (centres undefined)	-1	-9	-0.4	-9	1.8	-11	19	-21	-15
O=C(Nc1ccc(N2CCOCC2)cc1)Nc1ccc2nc(-c3ccco3)c(-c3ccco3)nc2c1	9	7	1.3	49*	0.5	-2	-14	-1	-3
Cc1cc(C)cc(NC(=O)CN2C(=O)c3ccccc3C2=O)c1	-1	-9	-1.0	7	1.3	2	-16	-8	-3
Cc1ccccc1Nc1nnc(SCC(=O)N(C)C2CCS(=O)(=O)C2)s1 (centres undefined)	5	-7	-1.3	8	0.2	-9	20	-3	-6

# 3 compounds already listed, arranged by SMILES length, largest number first.
canonical_smiles	TAAR1 ag	CHO parental Ca	V1aR counter	TAAR1 antag	M1 ag parental	M1 ag	M1 PAM parental	CHO-K1 Ca antag	OXTR potentiate
O=C(Nc1ccc(N2CCOCC2)cc1)Nc1ccc2nc(-c3ccco3)c(-c3ccco3)nc2c1	9	7	1.3	49*	0.5	-2	-14	-1	-3
COc1ccc2oc3cc(C)[n+]([O-])c(-c4ccc(C)cc4)c3c2c1	4	-12	14	-5	-0.3	0	20	-4	-3
CC(C)(C)n1nnnc1C(c1cccs1)N1CCCC2(CCCCC2)C1 (centres undefined)	-2	-8	0.1	-16	0.1	-2	-7	-10	0

# Additional structures.
canonical_smiles	TAAR1 ag	CHO parental Ca	V1aR counter	TAAR1 antag	M1 ag parental	M1 ag	M1 PAM parental	CHO-K1 Ca antag	OXTR potentiate
CCCCC(c1nnnn1C1CCCC1)N1CCN(C2CCCC2)CC1 (centres undefined)	10	-16	-1.0	-5	-0.4	-6	8	-8	-1
O=C(CC12CC3CC(CC(C3)C1)C2)NCc1ccccc1	25	-3	-1.2	9	-0.8	0	-12	-17	-12
CCc1ccc(/C=N\NC(=O)c2ccc(Br)o2)s1	-1	-8	-0.5	6	0.1	-8	22	-10	-4
CCN(C[C@H]1N[C@@](Cc2ccccc2)(C(=O)OC)[C@H]2C(=O)N(Cc3ccccc3)C(=O)[C@@H]12)C(=O)Nc1ccc(F)cc1	4	-31	-0.4	-36	-0.1	-6	15	-13	7
O=C(CSc1ccc2nc(-c3ccccc3)cn2n1)NCC1CCCO1 (centres undefined)	4	-13	-0.1	-3	0.9	-1	-2	-10	-8
COCCNC(=S)N1CCC(Cc2ccccc2)CC1	4	1	0.3	-4	1.3	-11	2	-18	0
Cc1ccc(NC(=O)COC(=O)Cc2c[nH]c3ccccc23)cc1F	7	/	/	5	2.1	0	-1	4	/
COCc1cc(N2CCCC2)nc(-c2ccccc2)n1	-1	-15	-0.4	3	2.4	-4	20	-7	-8
CC(C)C1CC(C(F)(F)F)n2nc(C(=O)O)cc2N1 (centres undefined)	4	13	-0.3	6	0.2	-3	6	-16	-6
Cn1c(NC(=O)CC2CCCCC2)cc(=O)n(C)c1=O	0	3	0.5	1	0.8	-11	8	-3	0
Cc1cc(Br)ccc1NC(=O)CN(C)C(=O)c1ccc(-n2cncn2)c([N+](=O)[O-])c1	-1	-5	0.8	2	0.2	-9	-17	-9	-8
O=C(NCCc1ccccc1F)C1CCC(=O)N(Cc2ccccc2F)C1 (centres undefined)	3	-22	0.3	-9	0.3	-4	-12	0	-5
COC(=O)C1=C(O)/C(=C\c2ccc(CNC(=O)C(=O)Nc3ccc(C)c(C)c3)o2)N=C1C	0	-28	-0.5	-13	-0.1	-2	18	-11	-12
CCc1ccc(C(=O)C(C)OC(=O)C2COc3ccccc3O2)cc1 (centres undefined)	2	-18	0.2	20	8.2	-8	12	5	2
Cc1ccc(NS(=O)(=O)c2ccc3c(c2)oc(=O)n3C)cc1F	6	15	4.1	20	1.2	0	2	0	-6
CCc1cccc2c(C(=S)N3CCOCC3)c[nH]c12	7	-1	0.2	6	0.2	-6	20	-3	-8
CC(NC(=O)[C@H](C)NC(=O)C1CC(=O)N(c2ccc3c(c2)OCO3)C1)c1ccccc1 (some centres undefined)	0	-15	-0.2	-13	0.0	-1	12	-9	-4
CN(C)C=NC(=O)c1cn(-c2ccc(F)cc2)c(=O)c2ccccc12	3	-1	0.3	-7	0.8	-9	20	-4	-12
Cc1nc(/C(N)=N/OC(=O)c2cccc(Cl)c2)c(C(F)(F)F)o1	0	-7	-0.7	-9	0.7	-5	8	-14	-11
COCCCNC(=S)N(CCCO)Cc1cc2cc3c(cc2[nH]c1=O)OCCO3	0	-6	1.1	-5	1.9	-4	21	-11	-6
CCN(C(=O)COC(=O)c1c(C)noc1C)C1CCS(=O)(=O)C1 (centres undefined)	2	12	-0.5	18	7.7	-6	17	1	-6
CCc1c(C)nc2cc(-c3cccs3)[nH]n2c1=O	6	/	/	-1	0.1	-3	9	-6	/
Cn1c(CO)cnc1-c1ccccc1	4	4	0.4	-5	0.4	3	-1	-5	-6
